# Bioassay records (PubChem)
# GlmU inhibition = inhibition of mycobacterial GlmU enzyme – biochemical, glucosamine-1-phosphate acetyltransferase (AID 1376); hit rate 0.25% among 220,000; inhibition, %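 (tested at 30 µM in the primary screen)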; hits with a dose series show IC50 in µM; Bifunctional protein GlmU (Mycobacterium tuberculosis (strain ATCC 25618 / H37Rv)); M. tuberculosis GlmU acetyltransferase enzyme assay; higher % means a stronger effect; in the data active = inhibition above about 13%;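 note: 0% = complete reaction with vehicle and 100% = reaction without substrate; strong numbers were not always called active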
# RmlCD inh 1536 = M. tuberculosis RmlC/RmlD coupled enzyme inhibitors, primary screen, biochemical, compound mixtures, 384-well, from 1536-well plates. dTDP-4-dehydrorhamnose reductase (Mycobacterium tuberculosis (strain ATCC 25618 / H37Rv)) …. RmlC+RmlD coupled enzyme assay, percent inhibition; primary screen in compound mixtures. inhibition, % at 3.6 µM. hit rate 0.03% among 160,000. AID 1533, 2009; in the data active = inhibition mostly above about 34%, no sharp cut-off; note: some results filed as inactive read as strong as hits
# Target sequence (P9WH09 whole entry, looked up): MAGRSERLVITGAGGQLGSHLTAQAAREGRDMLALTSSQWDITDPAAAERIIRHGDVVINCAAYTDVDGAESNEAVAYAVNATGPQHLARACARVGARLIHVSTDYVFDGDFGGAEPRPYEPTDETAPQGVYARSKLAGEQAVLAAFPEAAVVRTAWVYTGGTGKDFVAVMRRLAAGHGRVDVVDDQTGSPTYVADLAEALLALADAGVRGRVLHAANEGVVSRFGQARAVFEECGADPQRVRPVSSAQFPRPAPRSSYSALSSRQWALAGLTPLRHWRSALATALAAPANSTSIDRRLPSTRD
# Target sequence (P9WH11 whole entry, looked up): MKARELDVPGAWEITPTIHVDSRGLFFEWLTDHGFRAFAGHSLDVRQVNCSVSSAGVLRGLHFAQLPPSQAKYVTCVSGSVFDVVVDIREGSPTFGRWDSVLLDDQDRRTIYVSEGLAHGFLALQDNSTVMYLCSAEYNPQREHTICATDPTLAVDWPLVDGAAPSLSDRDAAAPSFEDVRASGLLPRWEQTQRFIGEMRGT
# Active calls of the source: *; x = not tested or not shown. These rows are one share of the data; the hit share may differ from the screen's.
# Each structure is followed by: GlmU inhibition | RmlCD inh 1536
c1cncc(-c2nnc3n2N=C(c2cccs2)CS3)c1
→ 6.9% | -3
CCCCN1C(=O)NC(=O)/C(=C/c2cnc(SC)nc2)C1=O
→ -0.1% | x
S=C(NCC1CCCO1)Nc1cc(Cl)c(Cl)cc1Cl (stereo not given)
→ 2.8% | -11
NC(=O)c1ccc(NC(=S)NCc2ccco2)cc1
→ -2.6% | 4
CCn1cc(CNC(=O)/C=C/c2ccc([N+](=O)[O-])cc2)c(C)n1
→ 0.9% | x
COc1cc(C)c(-c2nc(CN3C[C@@H]4C[C@@H](C3)c3cccc(=O)n3C4)c(C)o2)cc1C
→ 1.1% | -9
O=C(COC(=O)CNC(=O)C12CC3CC(CC(C3)C1)C2)Nc1ccccc1
→ 3.8% | -3
CC(=O)N1CC=CC1(CC(C)C)C(=O)NCCN1CCOCC1 (stereo not given)
→ -1.1% | x
O=c1c2cnn(-c3ccccc3)c2nnn1Cc1ccccn1
→ 2.6% | x
Cn1c2c(c(=O)n(C)c1=O)CN(CCCN1CCOCC1)CN2
→ -0.9% | x
CSc1ccccc1NC(=O)C(=O)c1c[nH]c2ccccc12
→ -5.4% | x
COc1ccc(OC(C)C(=O)NCc2cccnc2)cc1 (stereo not given)
→ -6.0% | x
CCOc1ccc(S(=O)(=O)NN2Cc3ccccc3C2=N)cc1
→ 0.7% | 3
Cc1ccc(C(=O)N2CCN(c3ccc(NC(=O)c4ccc(Br)o4)cc3)CC2)cc1
→ 2.4% | 6
O=C(COC(=O)CC1CC2CCC1C2)Nc1cc([N+](=O)[O-])ccc1F (stereo not given)
→ -0.8% | -12
COc1ccc(NC(=O)COc2ccccc2)c(OC)c1
→ -0.1% | -1
COc1cc(Cl)c(C)cc1NC(=O)CSc1nc2ccccc2o1
→ -1.3% | x
Cc1ccc(SCCC(=O)NC(C(C)C)C(C)C)cc1
→ 2.2% | -9
COc1ccc(Nc2nc(-c3cc4cccc(OC)c4oc3=O)cs2)cc1
→ -1.4% | x
Cc1c(NC(=O)c2cnn3c2NC(c2ccc(Br)cc2)CC3C(F)(F)F)c(=O)n(-c2ccccc2)n1C (stereo not given)
→ -4.1% | x
O=C(NCC(=O)N1CCCCC1)c1ccc(Cl)cc1Cl
→ -5.5% | x
COC(c1ccccc1)c1nnc(CCC(=O)N(C)CCOc2ccccc2)o1 (stereo not given)
→ -2.9% | 3
COc1cccc(C2CCCN2Cc2nc(-c3cnccn3)no2)c1 (stereo not given)
→ -3.4% | -9
COc1ccc(C2/C(=C(/O)c3ccccc3)C(=O)C(=O)N2CCN2CCOCC2)c(OC)c1 (stereo not given)
→ -2.5% | -5
O=C(c1cccc(Br)c1)N1CCN(c2cnn(-c3ccccc3)c(=O)c2Cl)CC1
→ -2.7% | 7
CC(C)OC(=O)NC(Nc1ccccc1C(=O)O)(C(F)(F)F)C(F)(F)F
→ -4.7% | 10
O=C(N/N=C/c1cccnc1)C1CCCN(S(=O)(=O)c2ccccc2)C1 (stereo not given)
→ 0.5% | 10
CCN(CC)CCCN1C=C2C(=O)C(C)(OC(=O)C3CCCC3)C(=O)C=C2C=C1c1ccsc1 (stereo not given)
→ 1.5% | 8
Cc1cc(C(=O)N/N=C/c2ccc([N+](=O)[O-])s2)n[nH]1
→ -2.8% | -9
Cc1cc(NS(=O)(=O)c2ccc(NC(=O)CSc3nc4sc(C)c(C)c4c(=O)[nH]3)cc2)no1
→ 3.2% | 0
CC1(C)CC(=O)C(CC2CCCCC2=O)C(=O)C1 (stereo not given)
→ -5.3% | x
C=CCC(C#Cc1ccccc1)N(C)C (stereo not given)
→ 0.6% | x
O=[N+]([O-])c1ccc(Nc2ccc(N3CCOCC3)cc2)c([N+](=O)[O-])c1
→ 5.7% | -5
CCc1ccc2c(c1)/C(=C/C(=O)c1cccs1)C(=O)N2
→ -0.7% | 9
CCOC(=O)N1CCN(C(=O)CN(C)S(=O)(=O)c2ccc3c(c2)c(=O)n(C)c(=O)n3C)CC1
→ 2.1% | -11
O=C(Nc1ccccc1)O/N=C1\CCCCC1c1ccc([N+](=O)[O-])cc1[N+](=O)[O-] (stereo not given)
→ -0.7% | x
Cc1ccc(NC(=O)c2ccc([N+](=O)[O-])o2)cc1S(=O)(=O)N1CCOCC1
→ 1.6% | -7
COc1cc(-c2nc(CN3CCN(CC(C)C)C(=O)[C@@H]3C)c(C)o2)ccc1F
→ 2.8% | 5
FC(F)(F)c1ccc2nnc(-c3c(Cl)cccc3Cl)n2c1
→ -5.7% | x
CCOC(=O)N1CCN(C(=O)c2cc(-c3ccc(F)cc3)[nH]c2C)CC1
→ 1.2% | 73
CCOC(=O)c1ccc(Nc2ncnc3ccc(C)cc23)cc1
→ 1.4% | -10
Cc1cc(/C=C2/SC(=S)N(c3ccc([N+](=O)[O-])cc3)C2=O)c(C)n1-c1cccnc1
→ 0.8% | x
CC(=O)Oc1cc(O)c2c(=O)c(OC(C)=O)c(-c3ccc(OC(C)=O)c(OC(C)=O)c3)oc2c1
→ 3.0% | x
O=C(COC(=O)CSc1ccc2ccccc2c1)NC1CCCC1
→ 0.7% | 1
O=c1oc2ccc(Cl)cc2nc1/C=C(\O)c1ccco1
→ -5.1% | 12
CCc1cc2c(CN3CCN(CC)CC3)cc(=O)oc2cc1O
→ 0.1% | -4
OCCNCc1cccc(OCc2ccccc2Cl)c1
→ 4.2% | -5
CC1(C)CC(C#N)(N2CCOCC2)CCO1 (stereo not given)
→ 2.2% | 3
CC1(C)CC(NC(=O)C23CCC(C)(/C(=N/O)C2)C3(C)C)CC(C)(C)N1 (stereo not given)
→ -3.9% | x
CCc1cccc2c(C=C(C#N)C#N)cn(CC(=O)N3CCCCC3)c12
→ 11% | x

# Sorted by number of heavy atoms (ascending): 3 of the compounds above
# Each structure is followed by: GlmU inhibition | RmlCD inh 1536
CCc1cc2c(CN3CCN(CC)CC3)cc(=O)oc2cc1O
→ 0.1% | -4
O=C(COC(=O)CSc1ccc2ccccc2c1)NC1CCCC1
→ 0.7% | 1
Cc1cc(/C=C2/SC(=S)N(c3ccc([N+](=O)[O-])cc3)C2=O)c(C)n1-c1cccnc1
→ 0.8% | x

# (cont.)
# Each structure is followed by: GlmU inhibition | RmlCD inh 1536
C/C(=N\NC(=O)CO/N=C(\C)c1cccs1)c1ccc(N)cc1
→ -0.6% | 5
COc1cccc(/C=N/NC(=O)c2ccoc2C)c1O
→ 2.5% | -4
O=C(CSc1nnc(SCc2cccc3ccccc23)s1)c1ccc2c(c1)OCO2
→ x | 74
Cc1[nH]c2ccccc2c1C1=CN2CCS(=O)(=O)N=C2S1
→ 4.4% | x
Nc1ccc(Nc2ccc([N+](=O)[O-])cc2[N+](=O)[O-])cc1
→ -3.2% | 17
CCC(C)N1C(=O)/C(=C/c2c(NCCCOC(C)C)nc3c(C)cccn3c2=O)SC1=S (stereo not given)
→ -1.8% | x
CCOCC(O)CSCc1ccc(Cl)cc1 (stereo not given)
→ 3.9% | -4
CCOC(=O)/C(=N\O)C1=NC(C)(C)Cc2ccccc21
→ 5.6% | 2
COc1ccc(NC(=O)C(C/C=C(/C)Cl)C(C)=O)cc1 (stereo not given)
→ -4.6% | x
O=C1CC(=O)N(Cc2ccco2)C(=S)N1
→ 15% | 11
CCCCOc1ccc(C(C)NC(=O)CCS(=O)(=O)Cc2ccc(Cl)cc2)cc1 (stereo not given)
→ -2.0% | x
O=C(CCCc1nc2ccccc2s1)N1CCN(c2ccccc2)CC1
→ 4.8% | x
CN(C)c1ccc(C(=S)N2CCN(c3ccc([N+](=O)[O-])cc3)CC2)cc1
→ 5.9% | 1
COc1ccc(/C=C/C(=O)Nc2cccc(C(C)=O)c2)cc1
→ -2.2% | 8
Cc1ccccc1NS(=O)(=O)c1ccc2[nH]cc(C(=O)N(C)Cc3ccco3)c(=O)c2c1
→ 29%* | -9
COC(=O)c1ccccc1NC(=O)CSc1nc(N)cc(=O)[nH]1
→ -0.2% | -11
CCn1c(=O)c(C(=O)Nc2ccsc2C(=O)OC)c(O)c2ccccc21
→ 5.6% | 11
O=C(c1cnn(C(=O)COc2ccc(Cl)cc2)c1)c1ccccc1O
→ 8.9% | -13
O=C(CC(=O)c1ccccc1)Nc1cccnc1
→ -1.9% | x
O=C(OCc1nc2ccc(Cl)cc2n1CCO)c1ccccc1
→ 2.4% | x

# No new results follow: 2 of the compounds above.
# Each structure is followed by: GlmU inhibition | RmlCD inh 1536
COC(=O)c1ccccc1NC(=O)CSc1nc(N)cc(=O)[nH]1
→ -0.2% | -11
CCn1c(=O)c(C(=O)Nc2ccsc2C(=O)OC)c(O)c2ccccc21
→ 5.6% | 11

# (more compounds)
# Each structure is followed by: GlmU inhibition | RmlCD inh 1536
CCCC(=O)Nc1ccc(Cl)c(NC(=O)c2cccnc2Cl)c1
→ -2.4% | 8
CCc1ccc(C(C)NC(=O)Cn2cnc3c(=O)n(C)c(=O)n(C)c32)cc1 (stereo not given)
→ 2.9% | x
COC(=O)c1sc(N)c(C(=O)OC)c1COC(=O)CNS(=O)(=O)c1ccc(C)c(C)c1
→ 1.4% | 3
CCn1ccnc1CNC(=O)CC1C(=O)NCCN1Cc1ccccc1F (stereo not given)
→ 0.7% | 6
CCCn1c(C)cc(/C=C(\C#N)C(=O)OCC(=O)Nc2cc(OC)c(OC)c(OC)c2)c1C
→ 2.5% | 2
O=C(CN1C(=O)c2cccc3cccc1c23)Nc1ccccc1
→ -0.7% | 4
COC(=O)C(CCSC)NC(=O)C12CC3CC(CC(C3)C1)C2 (stereo not given)
→ -5.4% | -5
O=C(CCCc1nc2ccccc2s1)NNC(=O)CCN1CCN(Cc2ccccc2)CC1
→ 1.6% | 4
O=C(CN1C(=O)NC2(CCCc3ccccc32)C1=O)NCc1ccco1 (stereo not given)
→ -4.5% | 21
O=C(NCc1ccccc1)c1ccc(CSc2ccccc2)o1
→ 0.9% | -13
O=C(O)/C=C/C(=O)Nc1ccc(Oc2ccccc2)cc1
→ x | 12
COC(=O)CSc1nc2cc(OC)ccc2cc1C#N
→ 2.5% | x
N#Cc1ccc(-c2csc(NNC(=O)c3ccc(Br)cc3)n2)cc1
→ -5.1% | 6
Cc1cc(C(=O)COc2ccccc2Cl)c(C)n1-c1ccc2c(c1)OCO2
→ -7.8% | 15
O=C(Cn1cc([N+](=O)[O-])cn1)NCc1ccco1
→ 3.2% | 5
CCCSc1nnc(NC(=O)Cc2ccc(OC)c(OC)c2)s1
→ 2.8% | -7
CC(C)(C)NC(=O)c1c(F)c(F)c(F)c(F)c1F
→ -3.2% | -5
Cc1ccc(CSc2nnc(-c3cnccn3)n2C)cc1
→ 4.8% | 9
O=C(CNC1CCCCC1)N1CCC2(CC1)OCCO2
→ 2.4% | 1
Cc1ccc(N=c2c([N+](=O)[O-])nn(-c3ccc(Cl)cc3)n2O)cc1C
→ 6.3% | -3
Cc1nnc(N)nc1C
→ -7.0% | x
COc1ccc(-c2csc(N3CCOCC3)n2)cc1OC
→ 4.0% | 60
O=C(Nc1ccc(Cl)cc1)Nc1ccc(S(=O)(=O)Nc2ncccn2)cc1
→ -1.7% | x
CCOc1ccc2nc(NC(=O)CSc3nc4c(c(=O)n(C)c(=O)n4C)n3CC)sc2c1
→ 1.6% | x
C=CCNC(=S)N/N=C(\C)c1cc(OC)c(OC)c(OC)c1
→ -1.3% | 12
Cc1ccc(OCCn2ccc(=O)[nH]c2=O)cc1C
→ -0.6% | 10
CCN(CC)CCN1C(=O)C(O)=C(C(=O)c2cc3ccccc3o2)C1c1cccnc1 (stereo not given)
→ -3.8% | x
COC(=O)c1ccc(Cn2c(O)c(N=NC(N)=S)c3ccccc32)o1
→ 16% | 11
CCN(Cc1ccccc1)C(c1cccc(C#N)c1)c1nnnn1C(C)(C)C (stereo not given)
→ 2.5% | -8
COC(=O)C1=C(C(=O)OC)[C@@H]2N(C)c3ccccc3[C@@]23C[C@@H](C(=O)OC)N(C(=O)c2cc(C)oc2C)C3=N1
→ -1.7% | x

# Reprinted at random: three records from the list, in no set order.
# Each structure is followed by: GlmU inhibition | RmlCD inh 1536
CCOc1ccc2nc(NC(=O)CSc3nc4c(c(=O)n(C)c(=O)n4C)n3CC)sc2c1
→ 1.6% | x
Cc1nnc(N)nc1C
→ -7.0% | x
Cc1ccc(OCCn2ccc(=O)[nH]c2=O)cc1C
→ -0.6% | 10

# (further entries)
# Each structure is followed by: GlmU inhibition | RmlCD inh 1536
CCc1ccc(O)c(-c2cc(C(=O)Nc3cccnc3)[nH]n2)c1
→ -3.9% | -1
COc1ccc2c(CC(=O)O)cc(=O)oc2c1
→ 0.3% | -2
Cc1ccc(NC2(C#N)C(=O)Nc3ccccc32)cc1C (stereo not given)
→ 8.0% | -1
O=[N+]([O-])c1ccccc1-c1ccc(C(=S)N2CCN(c3ccccc3)CC2)o1
→ 9.3% | -7
COc1ccc(C)cc1NS(=O)(=O)c1ccc2c(c1)n(C)c(=O)n2C
→ -0.5% | -14
O=C(CSc1nc2ccccc2c(=O)n1-c1ccc(OC(F)F)cc1)NCc1cccs1
→ 2.2% | -8
CN(C)/C=C(/C(=O)c1ccc(Cl)cc1)S(=O)(=O)c1ccc(Cl)cc1
→ x | 14
CCc1cc2c(Sc3nc4ccccc4s3)ncnc2s1
→ -2.9% | 25
COc1ccc(OC)c(CCNC(=O)Cn2sc3nc(C)cc(C)c3c2=O)c1
→ 32% | x
Cc1ncc(CO)c(/C=N/NC(=S)Nc2ccc(F)cc2)c1O
→ -6.3% | 2
O=S1(=O)CCN2C=Nc3sc4c(c3C2=N1)CCCC4
→ 2.8% | -8
CC(=O)C1=C(C)OC(N)=C(C#N)C1c1cccnc1 (stereo not given)
→ 2.0% | -1
O=C(O)CC(O)C(=O)O (stereo not given)
→ -6.8% | -1
